ZTA DNA inh – ZTA (EBV) inhibition in EBNA-1 counter-screen. ZTA-DNA binding, fluorescence polarization. actives 0.15% (n = 320,000). AID 2234. inhibition, % at 11 µM; in the data active = inhibition above about 33%
procasp7 counter – counter-screen: procaspase-7 (human) activation | recombinant procaspase-7, Ac-DEVD-pNA absorbance 405 nm; D23A/D198A/D206A triple mutant, cannot self-cleave; scale: DMSO 0, 5 µM enzyme 100 | activation, % at 8.5 µM | actives 0.093% (n = 330,000) | AID 463210;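 active = percent activation above the screen-wide mean plus 3 SD, cut at about 25% in these data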
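buffer or medium = Zinc-free HEPES/NaCl buffer, pH 7.4 | material = Procaspase-7 triple mutant (PC-7 D3A) | input = 2 µM procaspase-7 mutant as dispensed | signal = Epi-absorbance of released pNA at 405 nm, two timepoints | timing = 1 h preincubation, 2 h reaction | replicates = singlicate compound testing | evaluation = % activation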
proCasp3 act – activates human procaspase-3; P42574; recombinant procaspase-3 D3A, Ac-DEVD-pNA absorbance 405 nm; activation, % at 8.5 µM; actives 0.11% (n = 330,000);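 active = activation above the mean of all tested compounds plus 3 SD, cut at about 21% in these data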;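 note: 0% = DMSO alone and 100% = DMSO wells spiked with extra 5 µM PC-3 D3A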
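Assay system: Procaspase-3 D3A mutant, all three cleavage aspartates alanine. Buffer or medium: Zinc-free HEPES saline buffer with Triton X-100. Times: 1 h compound preincubation, 2 h substrate hydrolysis at 25 °C. Measured by: 405 nm absorbance of p-nitroaniline, reads at 0 and 120 min. Read-out basis: percent activation relative to control range. Replicates: singlicate.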
AHR activator – human AHR activation; AHR-responsive luciferase reporter cells, luminescence; activation, % at 5 µM; P35869; actives 2.5% (n = 320,000); in the data active = activation above about 47%;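 note: 0% = vehicle wells and 100% = reference agonist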
EBNA-1 inh – blocks EBNA-1 binding to DNA; EBNA-1 DNA binding, fluorescence polarization; inhibition, % at 14.8 µM; actives 0.34% (n = 300,000); AID 1950; in the data active = inhibition above about 28%
RPL19A-GFP yeast – yeast TOR pathway RPL19A-GFP modulation; percent response vs DMSO, % at 10 µM; actives 0.3% (n = 330,000); S. cerevisiae RPL19A-GFP strain, flow cytometry, 3 h; hits give low values; AID 2025;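 active = percent response vs DMSO below 50%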;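 note: median channel GFP fluorescence of the barcoded RPL19A-GFP strain; ratio of sample median GFP to plate DMSO average so 100% = DMSO; lower means less RPL19A-GFP as with rapamycin TOR inhibition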
LAP4-GFP MLPCN – yeast TOR pathway LAP4-GFP modulation. S. cerevisiae LAP4-GFP multiplex, flow cytometry GFP, 3 h; median GFP as percent of DMSO wells. GFP response vs DMSO, % at 10 µM. actives 0.34% (n = 320,000). AID 2023;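 active = GFP response vs DMSO above a set limit, about the screen mean plus 3 SD, cut at about 150% in these data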
MEP2 TOR yeast – yeast TOR pathway MEP2-GFP modulation; S. cerevisiae MEP2-GFP strain, flow cytometry GFP, 3 h; 100% = DMSO control level; GFP response vs DMSO, % at 10 µM; actives 0.51% (n = 330,000); AID 2016;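 active = GFP response versus DMSO above a set limit, roughly screen mean plus 3 SD, cut at about 180% in these data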;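 note: median GFP fluorescence of the barcode-gated MEP2-GFP cells per well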
Active calls of the source: *; . = no result given.

Values run as follows: ZTA DNA inh	procasp7 counter	proCasp3 act	AHR activator	EBNA-1 inh	RPL19A-GFP yeast	LAP4-GFP MLPCN	MEP2 TOR yeast
1: CCOC(=O)CNc1nnc(SCC(=O)OCC)[nH]c1=O
 : 0.3	0.9	1.9	1.4	7.1	92.7	95.8	96.3
2: COc1ccc(O)c(C2=Nc3ccccc3N=C(c3cccs3)C2)c1
 : -3.8	-9.8	0.4	35.6	7.5	107.2	97.8	103.1
3: CC[N+](CC)(CC)CCOc1cccc(OCC[N+](CC)(CC)CC)c1OCC[N+](CC)(CC)CC
 : 4.0	-1.4	-1.7	-1.0	7.2	96.8	102.7	94.2
4: O=C(Nc1nnc(Cc2c[nH]c3ccccc23)s1)c1ccc(Cl)cc1Cl
 : -5.4	-3.3	8.5	23.5	-4.6	98.5	93.7	99.3
5: COCCNC(=O)C(c1ccc(OC)cc1)N(CCOC)C(=O)CCC(=O)Nc1nccs1 (stereo unspecified)
 : 5.3	0.9	-4.6	-0.9	-3.4	98.7	99.1	102.1
6: Oc1[nH]c2ccccc2c1N=Nc1ccc(C(F)(F)F)cn1
 : -17.9	-5.1	-0.1	55.3*	-7.2	97.5	95.1	90.1
7: Cc1ccc(C(=O)NCC(=O)OC(C)C(=O)NC2CCCCC2C)cc1C (stereo unspecified)
 : 11.9	-5.5	-5.7	-1.5	13.8	100.4	102.6	107.3
8: CC(C)c1ccc(NC(=O)Cc2ccc(NC3=NC4CS(=O)(=O)CC4S3)cc2)cc1 (stereo unspecified)
 : 2.4	2.9	3.8	11.4	9.9	98.0	98.2	96.8
9: COc1ccc(S(=O)(=O)N2CCC3(CC2)OCCO3)cc1
 : 5.9	1.3	-4.6	3.3	2.9	82.1	121.5	103.0
10: COc1cccc(/C=N/n2nnc3c(cnn3-c3ccccc3)c2=O)c1
 : -22.6	5.3	3.1	-0.9	-11.8	93.3	90.6	91.5
11: O=C(c1ccc(CNS(=O)(=O)c2cccc(Cl)c2)cc1)N1CCCCC1
 : 0.7	7.1	-4.2	-7.9	-6.8	99.2	81.7	99.7
12: Cc1cc2c(C)c(C)c(=O)[nH]c2cc1N
 : -9.8	-1.8	6.4	14.3	-9.4	99.0	98.5	97.1
13: COc1cc(C(=O)Nn2cnnc2)ccc1OC(F)F
 : -5.9	3.3	-4.6	-0.4	2.6	99.8	89.6	98.2
14: O=c1cc(CSc2nnc(COc3ccccc3)n2-c2ccccc2)c2ccccc2[nH]1
 : -9.0	9.1	-0.8	0.1	-10.4	100.3	84.1	98.9
15: O=C(NC1CCS(=O)(=O)C1)c1c(NC(=O)C2COc3ccccc3O2)sc2c1CCCC2 (stereo unspecified)
 : -6.4	6.2	0.4	9.7	3.7	105.0	101.1	101.9
16: COc1ccc(S(=O)(=O)N2CCOCC2)cc1C(=O)N1CCCCCC1
 : 1.2	3.3	3.1	-1.5	1.5	96.5	91.8	94.9
17: CC(C)CCNC(=O)C(C)N(Cc1ccc(F)cc1)C(=O)c1ccc(CN2CCCCC2)o1 (stereo unspecified)
 : 5.2	-2.5	4.5	-2.0	4.7	103.1	101.9	101.1
18: CCOCCCNC(=O)C1CCC(CNS(=O)(=O)c2ccc(OC)cc2)CC1 (stereo unspecified)
 : -12.9	10.2	-0.5	2.0	-5.1	98.2	91.7	104.5
19: CC(O)[C@H]1CNC(=O)C(=O)N1CC1(c2ccccc2)CC1 (stereo partly specified)
 : 0.3	2.7	4.8	3.1	-7.0	99.1	96.9	95.7
20: O=C(COC(=O)c1ccc([N+](=O)[O-])cc1)NC12CC3CC(CC(C3)C1)C2
 : .	9.3	1.9	1.3	.	98.5	101.2	105.0
21: O=C(Nc1ccccc1)c1ccccc1OCc1ccc(S(=O)(=O)N2CCOCC2)cc1
 : 9.3	11.8	-1.0	2.6	9.2	95.0	95.7	97.5
22: CC[C@@H](C)C(C(=O)N1CCN(C(=O)OC(C)(C)C)CC1)n1cc(-c2cn([C@@H](C)C(=O)N3CCN(C(=O)OC(C)(C)C)CC3)nn2)nn1 (stereo partly specified)
 : -12.3	7.4	-0.7	0.9	4.2	113.3	106.4	103.4
23: COC(=O)c1ccc2c(=O)n(Cc3ccco3)c(SCC(=O)Nc3cc(C)on3)nc2c1
 : -4.6	4.6	3.7	-2.4	3.4	104.0	90.6	98.7
24: CCOc1ccc(NC(=O)N(CCC(C)C)C(C)c2ccco2)cc1 (stereo unspecified)
 : -17.8	0.7	1.7	0.9	0.1	104.8	108.0	103.5
25: COc1ccc(C2CC(c3ccccc3)=NN2C(=O)CN2N=NC3C(=O)N(c4cccc(F)c4)C(=O)C32)cc1 (stereo unspecified)
 : 14.3	-18.2	-19.0	-1.1	-0.9	97.5	104.6	103.5
26: O=C(Nc1cc(Cl)ccc1Cl)C1CC(=O)N(c2ccccc2)C1 (stereo unspecified)
 : 12.6	-3.1	2.0	-5.8	-5.5	103.8	97.2	101.1
27: O=C(O)c1cnn2c1C(=O)N(Cc1cccs1)CC2
 : 11.1	4.2	-5.8	-2.1	-4.9	96.2	98.6	99.3
28: Cc1cc(C)c(C)c(S(=O)(=O)NCC(=O)NCC2CCCCC2)c1C
 : -10.9	-1.1	2.3	2.4	-7.9	100.2	88.6	108.5
29: Cc1sc2nc(SCC(=O)N3CC(C)OC(C)C3)n(C)c(=O)c2c1C (stereo unspecified)
 : -4.0	5.6	-0.1	4.0	5.7	103.5	92.6	92.9
30: Cc1cccc(/C=C\c2nc3ccccc3c(=O)[nH]2)c1
 : 2.8	17.1	15.1	2.0	-0.4	101.1	115.5	101.4
31: O=C(O)C(C(O)c1ccc([N+](=O)[O-])cc1)[n+]1ccccc1 (stereo unspecified)
 : 6.8	-3.7	8.0	2.6	-19.6	101.1	94.0	97.7
32: Cc1cccc(OCCNC(=O)c2cc(-n3cnnc3)ccc2Cl)c1
 : 4.0	4.8	5.1	1.1	14.3	99.3	96.5	99.6
33: OCc1cn(-c2ccccc2)nn1
 : -17.7	7.6	0.4	-0.5	-7.9	96.4	95.0	100.6
34: Cc1nc(CNS(=O)(=O)c2ccc3c(c2)OCCO3)cs1
 : 0.7	0.6	-1.8	0.7	-3.6	100.8	97.8	101.2
35: CC1CC2(CCCC2)N(C(=O)c2ccccc2)Cc2ccccc21 (stereo unspecified)
 : -4.2	-14.4	8.1	3.5	11.5	107.2	86.6	104.0
36: CCOc1ccccc1N1CCN(C(=O)c2cc3c(s2)CCC3)CC1
 : 0.7	-3.8	2.4	-0.2	4.9	102.9	97.6	104.5
37: COc1ccc(NC(=O)C2CCN(C(=O)Cc3ccccc3)CC2)cc1OC
 : -7.0	2.8	-11.0	-0.5	-1.5	96.9	91.8	93.4
38: CCOC(=O)c1sc(Nc2ccc(C)cc2C)nc1C
 : 6.0	-0.9	-5.8	13.1	-4.3	92.6	90.6	103.4
39: O=C(Cc1noc2ccccc12)Nc1ccc(Cl)cc1
 : -13.7	7.7	-10.2	-0.5	8.9	99.0	99.2	96.1
40: O=C(c1ccco1)N1CCN(C(c2ccc(Cl)cc2)c2nnnn2Cc2ccccc2)CC1 (stereo unspecified)
 : -13.0	2.9	4.6	2.1	2.5	96.5	96.4	101.6
41: CC(=O)NN1C(=O)c2ccccc2NC1c1ccccc1O (stereo unspecified)
 : 2.8	-0.6	-1.4	0.7	-8.6	108.3	100.5	112.1
42: CSc1nnc2c(n1)c(C)nn2-c1cccc(C)c1
 : 1.2	1.1	-0.8	6.7	6.7	99.7	107.9	95.6
43: COc1ccc(S(=O)(=O)N(CC(=O)N/N=C/c2cccs2)c2cc(C)cc(C)c2)cc1OC
 : -4.5	6.7	-2.4	3.6	-9.8	96.1	88.6	95.6
44: O=C(Nc1nc(-c2ccc(Cl)cc2)cs1)NC1CCCCC1
 : 11.7	1.0	6.2	-6.2	-1.9	101.5	92.1	93.4
45: CCCC(C)NC(=O)COC(=O)c1ccccc1SCC(=O)NC(C)CCC (stereo unspecified)
 : -0.4	4.0	-1.1	0.2	-0.6	98.5	103.6	101.5

Of the compounds above, these have a thiophene ring, fused or not:
Values run as follows: ZTA DNA inh	procasp7 counter	proCasp3 act	AHR activator	EBNA-1 inh	RPL19A-GFP yeast	LAP4-GFP MLPCN	MEP2 TOR yeast
2: COc1ccc(O)c(C2=Nc3ccccc3N=C(c3cccs3)C2)c1
 : -3.8	-9.8	0.4	35.6	7.5	107.2	97.8	103.1
15: O=C(NC1CCS(=O)(=O)C1)c1c(NC(=O)C2COc3ccccc3O2)sc2c1CCCC2 (stereo unspecified)
 : -6.4	6.2	0.4	9.7	3.7	105.0	101.1	101.9
27: O=C(O)c1cnn2c1C(=O)N(Cc1cccs1)CC2
 : 11.1	4.2	-5.8	-2.1	-4.9	96.2	98.6	99.3
29: Cc1sc2nc(SCC(=O)N3CC(C)OC(C)C3)n(C)c(=O)c2c1C (stereo unspecified)
 : -4.0	5.6	-0.1	4.0	5.7	103.5	92.6	92.9
36: CCOc1ccccc1N1CCN(C(=O)c2cc3c(s2)CCC3)CC1
 : 0.7	-3.8	2.4	-0.2	4.9	102.9	97.6	104.5
43: COc1ccc(S(=O)(=O)N(CC(=O)N/N=C/c2cccs2)c2cc(C)cc(C)c2)cc1OC
 : -4.5	6.7	-2.4	3.6	-9.8	96.1	88.6	95.6

Next section
Values run as follows: ZTA DNA inh	procasp7 counter	proCasp3 act	AHR activator	EBNA-1 inh	RPL19A-GFP yeast	LAP4-GFP MLPCN	MEP2 TOR yeast
46: CC(=O)N(CCCCN1C(=O)c2ccccc2C1=O)c1ccc(C)cc1
 : -17.6	-4.3	8.7	0.8	-6.5	95.6	97.2	101.1
47: CCCCC(=O)Nc1nnc(S(=O)(=O)N2CCCCCC2)s1
 : -22.2	4.6	6.1	-0.6	3.5	101.6	100.9	92.8
48: S=c1nccc(-c2ccc(Cl)cc2)[nH]1
 : -3.4	-3.9	-5.7	-1.7	8.3	103.0	134.2	112.4
49: O=C(Nc1ccccn1)c1ccco1
 : -0.4	5.9	8.5	1.6	-0.1	99.3	97.1	99.6
50: CCN(C(=O)CSc1nnc(-c2cccs2)o1)C1CCS(=O)(=O)C1 (stereo unspecified)
 : 8.5	-6.0	2.3	0.3	10.9	108.4	100.5	108.7
51: Cc1ccc(S(=O)(=O)N2CCC(C)CC2)cc1C(=O)NCCN1CCOCC1
 : 5.6	9.6	-3.6	-1.9	-1.3	102.6	109.6	115.7
52: Cc1ccc(-c2c(C#N)c(N)nc3c2CCCCC3)o1
 : 1.2	7.6	4.0	4.6	7.9	105.2	103.8	106.5
53: COc1cc(CN(CC2CCCO2)C(=O)c2ccco2)cc(OC)c1OC (stereo unspecified)
 : 17.9	4.4	2.3	0.5	3.9	107.5	101.3	106.8
54: CCOC(=O)Cc1nn(Cc2ccc(Cl)cc2)c(=O)c2ccccc12
 : -8.8	-14.4	3.0	2.2	-0.5	106.1	95.2	96.1
55: CN(C)CCN(C(=O)c1ccc2c(c1)CCCC2)c1nc2cc3c(cc2s1)OCCO3
 : -1.6	-6.3	-2.2	10.8	-5.7	104.8	95.7	105.2
56: CC(C)c1ccc(S(=O)(=O)N2CCN(C(=O)C3CCCCC3)CC2)cc1
 : -1.1	-0.5	8.4	1.8	2.7	96.1	101.2	98.4
57: CC(Sc1nc(NC(C)(C)C)nc(N(C)C)n1)C(=O)Nc1ccccc1 (stereo unspecified)
 : 2.6	-1.0	5.5	0.5	4.5	100.4	99.8	102.6
58: CC(=O)N/C(=C\c1ccccc1)C(=O)OCC(=O)c1c(N)n(C)c(=O)n(C)c1=O
 : .	6.2	3.3	-3.0	.	94.8	99.1	96.4

A few values from the list:
CC(=O)N(CCCCN1C(=O)c2ccccc2C1=O)c1ccc(C)cc1 in AHR activator: 0.8
COc1cc(CN(CC2CCCO2)C(=O)c2ccco2)cc(OC)c1OC (stereo unspecified) in EBNA-1 inh: 3.9
